mec2-1 – NCI yeast anticancer drug screen, S. cerevisiae mec2-1 strain; growth inhibition, % at 50 µM; 9% of 79,000 active;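 note: 0% = growth of vehicle-only cultures of the same strain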
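Readout is yeast growth inhibition, normalised to vehicle-treated controls, in the mec2-1 strain exposed to compound.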
yeast cln2 rad14 – NCI yeast anticancer drug screen, S. cerevisiae cln2 rad14 strain | % growth inhibition at 50 µM | 8.3% of 78,000 active;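 note: 0% = growth of vehicle-only cultures of the same strain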
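Growth of compound-exposed yeast (cln2 rad14 genotype) measured and expressed as inhibition relative to vehicle.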
bub3 – NCI yeast anticancer drug screen, S. cerevisiae bub3 mutant strain. 9.9% of 78,000 active. % growth inhibition at 50 µM. AID 167;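 note: 0% = growth of vehicle-only cultures of the same strain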
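Whole-cell yeast assay. The mutant strain was incubated with compounds, and growth inhibition was determined by comparison with vehicle-treated cells.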
yeast mlh1 rad18 – NCI yeast anticancer drug screen, S. cerevisiae mlh1 rad18 strain. growth inhibition, % at 50 µM. 11% of 79,000 active. AID 175;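 note: 0% = growth of vehicle-only cultures of the same strain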
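Steps: expose repair-defective yeast to compound; measure growth; express inhibition against vehicle-treated controls.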
yeast rad50 – NCI yeast anticancer drug screen, S. cerevisiae rad50 strain. growth inhibition, % at 50 µM. 10% of 79,000 active. AID 155;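 note: 0% = growth of vehicle-only cultures of the same strain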
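Genetically altered yeast (DNA repair pathway); compound treatment; growth inhibition vs vehicle ctrl.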
sgs1 mgt1 – NCI yeast anticancer drug screen, S. cerevisiae sgs1 mgt1 strain; % growth inhibition at 50 µM; 10% of 78,000 active;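 note: 0% = growth of vehicle-only cultures of the same strain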
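Read-out: growth inhibition vs vehicle controls. Cells: mutant yeast strain deficient in DNA damage repair.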
* = called active by the depositor. Cut-off read from the data, not from the text of the source: active = growth inhibition above about 70%; inactive = the rest.

mol	yeast mlh1 rad18	yeast cln2 rad14	mec2-1	bub3	sgs1 mgt1	yeast rad50
Cc1cc(N(CCC#N)CCC#N)ccc1N=Nc1ccccc1[N+](=O)[O-]	-24.1	12.8	-38.1	-32.0	-13.3	-44.7
CC(C)C1NC(=O)[C@H](C)OC(=O)[C@@H](C(C)C)NC(=O)[C@@H](C)OC(=O)C(C(C)C)NC(=O)[C@H](C)OC1=O (stereo partly drawn)	-10.2	14.9	-2.1	2.9	-17.1	-36.7
NNC(=O)c1cc(C(F)(F)F)cc(C(F)(F)F)c1	28.1	-62.8	10.1	13.2	10.1	21.6
CCOS(=O)(=O)CC(C)C(C)C (stereo not drawn)	-9.1	-18.1	-17.3	-5.7	-7.8	4.8
CN1CCC(O)(C(C)(C)C)CC1	-68.9	10.9	-5.2	-3.7	3.6	-5.0
CN(C)c1ccc(/C=C/c2sc3ccc4ccccc4c3[n+]2C)cc1	89.2*	89.5*	89.7*	89.8*	90.2*	89.1*
CC(=O)N(C)N=Nc1ccc(Cl)cc1	15.9	-17.6	11.7	3.8	2.0	10.4
CC(=O)O[C@H]1CC[C@]2(C)C3CC[C@]4(C)C([C@H](C)CCCC(C)C)CCC4[C@]3(/C=N/O)n3c(=O)n(-c4ccccc4)c(=O)n3[C@]2(/C=N\O)C1 (stereo partly drawn)	45.4	9.7	35.2	38.9	28.8	28.0
CCCC(P(=O)(c1ccccc1)c1ccccc1)[P+](CC)(c1ccccc1)c1ccccc1 (stereo not drawn)	77.8*	54.6	78.2*	81.7*	85.9*	84.6*
CCN(CC)C1=C(C)C(=O)[C@]2([Si](C)(C)C)[C@](OC)(c3ccc(C(F)(F)F)cc3)[C@]12[Si](C)(C)C	-10.4	6.0	-5.1	-1.0	-12.7	-5.3
Cc1ccc(N2C(=O)/C(=C/c3ccc(N(CCC#N)CCC#N)cc3)CC2(O)c2ccccc2)cc1 (stereo not drawn)	-5.5	-23.8	-12.6	-13.1	-38.3	-12.1
O=S(=O)(CCCl)Cc1ccc(Cl)cc1	19.0	15.8	38.4	38.2	42.5	50.1
CC(C)C(/C=C/c1ccc(Cl)c(Cl)c1)=N\NC(=O)N/N=C(/C=C/c1ccc(Cl)c(Cl)c1)C(C)C	-1.8	-10.8	-2.6	-15.4	-6.9	-4.3
CC(=O)OC1c2ccccc2C2c3ccccc3C1C2(C)C(Cl)(Cl)Cl (stereo not drawn)	12.7	-12.5	1.4	-2.9	-3.5	0.2
C=C1C2CC(OC(C)=O)C3(C)C(c4ccoc4)OC(=O)[C@@H](O)[C@]13OC1C[C@H](OC(C)=O)C(C)(C)[C@H](C(O)C(=O)OC)[C@]12C (stereo partly drawn)	0.2	3.5	-34.4	-8.1	2.4	-11.8
CCSC(SCC)C(OC(C)=O)C(OC(C)=O)C(OC(C)=O)C(C)OC(C)=O (stereo not drawn)	-2.8	-11.0	-17.7	0.6	-13.9	-0.1
COc1c(C)cc2c(C(C)C)c(O)c(O)c(C=O)c2c1O	76.3*	79.0*	88.2*	80.8*	80.5*	86.1*
CC(=O)CCC(=O)C(=[N+]=[N-])S(=O)(=O)c1ccccc1	-9.2	2.9	-0.2	-9.7	-26.1	-15.6
CC(C)(C)/C(=N\O)c1ccccc1	-23.3	-8.1	-13.6	-17.4	-23.3	-8.8
COC(=O)Nc1nc2ccc(-n3c(C)nc4ccccc4c3=O)cc2[nH]1	15.8	8.5	-0.5	5.0	6.3	10.8
COc1cc(=O)n2c3ccccc3n(C)c2c1C#N	41.8	-0.2	-16.9	-4.3	-0.9	-9.8
CC(=O)Nc1ccc(/C=N/O)cc1	17.1	-30.5	-10.8	-2.8	5.0	6.5
COc1ccc(C(=O)c2cccc3c2-c2ccccc2C3(c2ccc(OC)c(C)c2)c2ccc(OC)c(C)c2)cc1C	5.5	11.7	3.1	-2.4	1.8	11.2
COc1ccc(-c2nc(SCC(=O)O)n(-c3ccccn3)c2-c2ccc(OC)cc2)cc1	77.7*	83.7*	66.5	42.9	82.3*	70.7*
COC(=O)C1=C(C(=O)OC)C2C(C)=CC(C)=CN2C(C#N)=C(SC)S1 (stereo not drawn)	48.0	9.6	24.8	24.7	55.6	52.7
CC(=O)CC(C)(C)NC(=S)Nc1ccc(O)cc1	99.8*	98.8*	99.5*	99.8*	99.8*	99.7*
CCOC(=O)NC(=O)c1cn(CCOC(=O)CCCCCCCCC(=O)OCCn2cc(C(=O)NC(=O)OCC)c(=O)[nH]c2=O)c(=O)[nH]c1=O	-32.4	-0.8	-48.9	-18.1	-26.4	-42.4
CCOC(=O)/C=C(\C)C(F)(F)F	4.3	-44.0	0.5	9.1	-4.5	-23.2
O=C(O)C1C(C(=O)Nc2cc(C(F)(F)F)ccc2Cl)C2(Cl)C(Cl)=C(Cl)C1(Cl)C2(Cl)Cl (stereo not drawn)	-0.8	-46.0	-15.3	12.8	7.1	-14.2
Cn1c(Cl)cc2nc3ccccc3n2c1=O	5.4	-11.3	19.7	11.2	-1.0	10.2

Among those listed so far, 2 contain an NH in an aromatic ring.
mol	yeast mlh1 rad18	yeast cln2 rad14	mec2-1	bub3	sgs1 mgt1	yeast rad50
COC(=O)Nc1nc2ccc(-n3c(C)nc4ccccc4c3=O)cc2[nH]1	15.8	8.5	-0.5	5.0	6.3	10.8
CCOC(=O)NC(=O)c1cn(CCOC(=O)CCCCCCCCC(=O)OCCn2cc(C(=O)NC(=O)OCC)c(=O)[nH]c2=O)c(=O)[nH]c1=O	-32.4	-0.8	-48.9	-18.1	-26.4	-42.4

(next part)
mol	yeast mlh1 rad18	yeast cln2 rad14	mec2-1	bub3	sgs1 mgt1	yeast rad50
O=[N+]([O-])c1cc([N+](=O)[O-])c(C(Cl)C(Cl)c2ccccc2)cc1C(Cl)C(Cl)c1ccccc1 (stereo not drawn)	-20.4	7.7	2.5	0.6	-18.9	2.4
C/C(=N\N=C(N)N)c1sc(-c2nc(C)c(/C(C)=N/N=C(N)N)s2)nc1C	19.6	26.4	-11.2	6.8	-13.3	4.3
OCC(Cl)(Cl)C(Cl)(Cl)CO	-17.8	-0.9	-14.5	-28.6	-12.7	8.2
CCN(CC)CCO/N=C1\CC(c2ccc(OC)c(OC)c2)Oc2ccccc21 (stereo not drawn)	9.8	26.6	13.7	-9.8	2.6	3.8
CC(C#N)c1cn(S(=O)(=O)c2ccccc2)c2ccccc12 (stereo not drawn)	37.0	9.8	3.4	52.7	-5.4	30.6
O=C(CCCCCCCCC(=O)c1ccc2ccccc2c1O)c1ccc2ccccc2c1O	-11.8	15.0	-22.1	-10.4	-12.8	-24.4
C=CC(COC(c1ccccc1)c1ccccc1)N(CC)CC (stereo not drawn)	54.8	55.4	38.1	42.5	52.5	53.0
CC(Oc1ccc(Br)cc1Br)C(=O)O (stereo not drawn)	19.1	23.2	-16.2	-14.5	1.2	4.1
COc1ccc(C[n+]2ccc3ccccc3c2C#N)cc1OC	10.2	-17.6	2.5	40.9	-5.1	-10.3
O=S(=O)(O)SCCNCC(O)C(O)CNCCSS(=O)(=O)O (stereo not drawn)	6.2	-12.4	6.2	1.2	4.7	-0.4
COc1ccc(C(O)CC(O)(C(F)(F)F)C(F)(F)F)cc1 (stereo not drawn)	80.8*	20.3	27.6	46.0	35.3	52.7
C=C(C)[C@@H]1CC[C@]2(C(=O)O)CC[C@]3(C)[C@H](CCC4[C@@]5(C)CC[C@H](C(=O)/C=C/c6ccc(O)c(O)c6)C(C)(C)[C@@H]5CC[C@]43C)[C@@H]12 (stereo partly drawn)	7.6	-6.2	19.6	14.7	7.7	19.4
O=C(CC1=NC2NN(c3ccccc3)C(=O)C2=C1CC(=O)c1ccc(Cl)c(Cl)c1)c1ccc(Cl)c(Cl)c1 (stereo not drawn)	44.6	18.1	27.6	-4.9	9.1	43.9
CCc1nnc2cc(C)cc(C)n12	-25.1	-23.2	-18.6	0.3	15.6	-7.0
CCOc1cc(C(=O)O)ccc1O	3.5	-14.8	-3.0	-18.2	-3.2	7.7
COc1cccc2c1C(=O)c1c(C)c(C)c(C)c(C)c1-2	-10.1	-1.7	6.0	14.6	3.0	3.3
Cc1ccc(S(=O)(=O)N/N=C/C(C)(C)C)cc1	16.6	-19.0	-3.2	-6.8	8.9	17.4
CC1(C)C2CCC(OC(=O)c3ccc([N+](=O)[O-])cc3)C1C2 (stereo not drawn)	-20.8	-8.1	-5.2	9.9	3.5	7.2
O=C(Nc1cc2c(cc1[N+](=O)[O-])Cc1ccccc1-2)C(F)(F)F	24.1	-6.7	12.8	1.2	6.5	0.6
COc1cc(Nc2nc3ccc(C(F)(F)F)cc3nc2C(=O)O)cc(OC)c1OC	10.3	48.7	20.3	24.8	29.9	15.8
CC(C)(CO)[N+](=O)[O-]	10.2	7.7	6.5	4.5	13.3	22.8
CCOC(=O)c1nc2cc(N3CCOCC3)c(F)cc2[nH]c1=O	34.0	3.5	23.6	28.2	23.2	16.9
CN1NC2=NCCN=C3NN(C)C(=NCCN=C1S2)S3	-36.2	9.2	-10.1	-44.1	-43.3	-6.5
CC(O)CNC(=O)C(C)(C)O (stereo not drawn)	18.9	9.7	13.6	21.8	20.7	36.0
CCOC(=O)C(=O)Nc1cccc(NC(=O)C(=O)OCC)n1	-6.0	4.4	-21.6	-13.8	-19.1	2.5
CC(=O)NCNC(C)=O	-0.6	-75.1	5.4	7.8	3.8	-4.1
CCCCCCCCOc1ccc(Cl)cc1	-28.9	-35.2	-11.8	-21.6	-5.3	-3.0
O=C1C(=Nc2ccc(Cl)nc2)CC(c2ccccc2)N1c1ccc(Cl)nc1 (stereo not drawn)	-4.0	22.4	9.2	3.0	16.1	7.9
O=C(Nc1cccc(Cl)c1)OC1C=CCC1 (stereo not drawn)	-15.5	-20.1	1.8	-2.1	2.6	3.4
CCCCNC(=S)Nc1ccccc1N	-11.6	-39.8	-10.3	-20.1	-2.8	-6.6
CCCCOc1ccc(C(C)c2cc3c(cc2OC)OCO3)cc1 (stereo not drawn)	-11.2	-23.8	-4.9	-6.5	-10.9	-9.9
CCCCC1(CC)CNC(=O)NC1	3.2	-20.9	3.2	3.5	9.6	-0.8
O=C(NC1CCCCC1)Oc1ccc[nH]c1=O	-1.2	-26.9	-16.8	2.2	-13.6	-14.8
O=C1Nc2ccccc2C1O (stereo not drawn)	-4.2	-17.7	3.3	11.1	-37.5	7.2
CCc1c(Cc2[nH]c(C=O)c(C)c2CC)[nH]c(C=O)c1C	3.8	-1.1	-11.9	5.5	11.2	6.8
CC1=C(O)C(=O)C=C1	7.7	-3.1	0.9	-0.8	4.3	10.6
COc1ccc2oc3c(ccc[n+]3C)c(=O)c2c1	-16.9	10.9	-14.7	-2.9	-12.1	-22.9
CCCCCCCC[n+]1cccc(C(=O)c2ccccc2)c1	8.0	-23.1	5.5	2.5	10.2	4.6
[NH-]c1ccccc1[S-].[NH-]c1ccccc1[S-].[Zn]	99.2*	96.3*	99.6*	99.4*	102.1*	99.3*
CCCCOC(=O)C12CCCCC1O2 (stereo not drawn)	-0.6	2.5	-29.9	-29.1	-12.8	-29.1
COc1cccc2c1C1(O)C2CCCC12OCCCO2 (stereo not drawn)	-31.2	6.5	-10.3	-29.4	-50.0	-26.3
CCOC(=O)CCc1cnc[nH]1	-0.8	-14.1	-8.9	-4.5	-3.0	-60.5
CN1CCN(C(=O)NCCCl)CC1	-10.2	-61.8	1.4	-27.5	-3.4	13.3

Screens deposited in PubChem BioAssay by NCI.

Compounds as they come. Share with any hit: about 14%.
